# From PubChem
# MCF10A rerep: A quantitative high throughput screen for small molecules that induce DNA re-replication in MCF 10a normal breast cells; hit rate 2.9% among 350,000; MCF 10A DNA re-replication, Hoechst nuclear intensity, 48 h; Potency, µM (titrated, usually from 46.1 µM), without a hit: at the top dose activity, positive = re-replication, hits mostly activators; further: potency means the concentration at half of the fitted maximal effect; % of control where 0% means no effect; nearly all actives have a fitted effect of over 50% in size
# Nrf2 block: Nrf2 qHTS screen for inhibitors. AID 504444, 2011. A549 ARE-Fluc reporter, luciferase luminescence, 18-24 h. hit rate 2.1% among 360,000. Potency, µM (titrated, usually from 46 µM), without a hit: at the highest dose activity change, negative = inhibition, hits mostly inhibitors; further: potency means the concentration at half of the fitted maximal effect; on the % scale 0 is the no-effect control and ±100 the full control effect; nearly all actives have a fitted effect of over 60% in size
#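 Two sequential reads on A549 ARE_Fluc cells exposed to compound for 18-24 h: a CellTiter-Fluor fluorescence read for viability, then a luciferase luminescence read for Nrf2/ARE activity.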
# IL1B secr inh: qHTS for Inhibitors of Inflammasome Signaling: IL-1-beta AlphaLISA Primary Screen; THP-1 LPS/ATP IL-1B secretion, AlphaLISA, 16 h; stronger effect = lower value; activity change, % at 57.5 µM; hit rate 4.7% among 360,000; AID 743279, 2014; in the data active means activity change below about -50%; inconclusive means mostly about -30% to -49%; further: on the % scale 0 is the no-effect control and ±100 the full control effect
#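 Secreted IL-1B measured by AlphaLISA bead assay after 16 h compound exposure of THP-1 cells; compounds (final up to 57.5 uM) added 1 h before LPS (250 ng/mL) and ATP (1.25 mM) stimulation; lower signal means less secretion.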
# A549 viability: Nrf2 qHTS screen for inhibitors: counterscreen for cytotoxicity. A549 ARE-Fluc cells, CellTiter-Fluor viability, 18-24 h. Potency, µM (series often up to 46 µM), for inactives: top-dose activity change, negative = cytotoxicity, hits mostly inhibitors. hit rate 0.16% among 390,000. AID 504648, 2011; further: potency means the concentration at half of the fitted maximal effect; on the % scale 0 is the no-effect control and ±100 the full control effect
#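 A549 ARE_Fluc cells in 5% FBS OPTI-MEM were exposed to compounds in concentration-response for 18-24 h at 37 deg C. Viability was read by CellTiter-Fluor fluorescence (Ex 405/Em 525) after 30 min, before the luciferase read.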
# HepG2 viability: qHTS for Inhibitors of TGF-b: Cytotox Counterscreen; AID 588856, 2011; HepG2 CAGA-GFP viability, ATP luminescence, 18 h; Potency, µM (top dose mostly 46.1 µM), for inactives: at the highest dose activity change, negative = cytotoxicity, most hits filed as cytotoxic; hit rate 0.76% among 410,000; further: potency means the concentration at half of the fitted maximal effect; some results filed as inactive show a strong effect at the top dose
#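 HepG2 CAGA-GFP cells (1000/well, DMEM with 1% FBS) received compound, then TGF-beta at 500 pg/mL final, and were incubated 18 hours at 37 degrees C. Viability was read by CellTiter-Glo luminescence. Media-only wells were set as complete cell-killing and DMSO as no toxicity.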
# ATXN viability: Viability Counterscreen for Primary qHTS for Inhibitors of ATXN expression. S2 cells (HEK-293 line with an ATXN2-luciferase reporter) viability, CellTiter-Fluor protease fluorescence, 24 h. Potency, µM (titrated, usually from 56.7 µM), actives largely listed as cytotoxic. hit rate 0.49% among 400,000; further: potency means the concentration at half of the fitted maximal effect; nearly all actives have a fitted effect of over 40% in size
# TGFb inhibitor: qHTS for Inhibitors of TGF-b; HepG2 CAGA-GFP TGF-b/SMAD3 reporter, GFP fluorescence, 18 h; TGF-beta stimulated, 500 pg/mL final; AID 588855, 2011; hit rate 1.2% among 410,000; Potency, µM (highest dose often 46.1 µM), for inactives: top-dose activity, negative = inhibition, usual class: inhibitors; further: potency means the concentration at half of the fitted maximal effect; on the % scale 0 is the no-effect control and ±100 the full control effect; nearly all actives have a fitted effect of over 65% in size
#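 HEPG2 CAGA-GFP cells (1000/well, DMEM with 1% FBS) were pre-incubated 2 h at 37 degrees C, given compound by pin tool, then stimulated with TGF-beta at 500 pg/mL final for 18 h before per-cell GFP fluorescence imaging.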
# Nrf2 ARE act: qHTS of Nrf2 Activators | AREc32 ARE-luciferase reporter (MCF7-derived line), luminescence, 24 h | Potency, µM (highest dose often 46.1 µM), for the others: at the highest dose activation, actives largely listed as activators | hit rate 0.31% among 410,000; further: potency means the concentration at half of the fitted maximal effect; % of control where 0% means no effect; nearly all actives have a fitted effect of over 65% in size
#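 AREc32 cells carrying an ARE-driven firefly luciferase reporter were seeded at 1000 cells/well in OPTI-MEM with 5% FBS, then exposed to compound for 24 hr at 37 deg C. Luminescence was read with Steady-Glo after 30 min at RT.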
# ATXN2 expr inh: Primary qHTS for Inhibitors of ATXN expression | HEK-293 ATXN2-luciferase reporter, luminescence, 24 h | Potency, µM (series often up to 57 µM), without a hit: at the highest dose activity change, negative = inhibition, most hits filed as inhibitors | hit rate 0.72% among 360,000 | AID 1745845, 2022; further: potency means the concentration at half of the fitted maximal effect; on the % scale 0 is the no-effect control and ±100 the full control effect; nearly all actives have a fitted effect of over 55% in size
#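 ATXN2-luciferase reporter cells (luciferase flanked by upstream and downstream ATXN2 gene portions) were treated 24 h at 37 °C with compounds at up to 57 uM. SteadyGlo luminescence gave expression; GF-AFC fluorescence gave viability.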
# Numbers without * were called inactive; i = inactive; ? = inconclusive; · = no result given; & = joins results of further samples; [ ] = dose if it differs, or a comment. Unless noted, the call rests on the fitted dose curve; in most records, active means well fitted curve in the direction sought with a large enough effect; inconclusive means small, poorly fitted or top-dose-only effect, or another doubt; inactive means no such curve, though single readings can be large; an effect the other way counts as inactive or inconclusive.
# Each structure is followed by: MCF10A rerep	Nrf2 block	IL1B secr inh	A549 viability	HepG2 viability	ATXN viability	TGFb inhibitor	Nrf2 ARE act	ATXN2 expr inh
> COc1ccc(NC(=O)C(NS(=O)(=O)c2ccc3c(c2)CCCN3C(C)=O)C(C)C)c(OC)c1 (stereo not given)
    2%	-7%	8	1%	-8%	i	4%	-0.2%	4%
> CCCCn1c(N)c(N(CC(C)C)C(=O)c2cccc(S(=O)(=O)N3CCN(C)CC3)c2)c(=O)[nH]c1=O
    -1%	11%	5	0%	-2%	i	4%	-0.9%	-8%
> CC(/C=C/C(=O)c1ccc(C)cc1)=C\c1ccccc1
    ?	17%	-30	-7%	2%	i	2%	11µM*	57%[activator]
> COC(=O)c1ccc(CC2(C)C(=O)Nc3ccc(OC(F)(F)F)cc32)o1 (stereo not given)
    ·	·	0	·	-24%	i	-31%	2.0%	-2%
> CCOc1cc(/C=N/n2cnnc2)ccc1OS(=O)(=O)c1ccccc1
    -2%	-4%	46	6%	5%	i	-15%	2.3%	12%[11.3 µM]
> CCN(CC)S(=O)(=O)c1ccc2c(c1)CC(C(=O)N1CCCC1)N2C(C)=O (stereo not given)
    22%	6%	0	-5%	1%	i	-2%	-0.7%	·
> COc1ccc(C(=O)Nc2ccccc2)cc1S(=O)(=O)Nc1cc(C)on1
    -2%	7%	-5	-4%	-3%	i	-5%	-0.6%	77%[activator]
> O=C(NCCC(=O)N(Cc1ccco1)Cc1cccs1)c1ccc(Br)cc1
    -1%	-8%	-28	-3%	-8%	?	-9%	11%	-12%
> Cc1ccc(S(=O)(=O)NCCOCCNS(=O)(=O)c2ccc(C)cc2)cc1
    4%	?	0	-11%	-72%	i	-1%	0.4%	-6%
> CCC(=O)Nc1nnc(C)s1
    6%	-13%	11	-11%	0%	i	2%	-0.5%	6%
> C[C@H]1C(c2ccc(F)cc2)=NN(c2ccccc2)[C@@H]1CO
    10µM*	12%	0	9%	-26%	·	?	3.6%	-27%
> COCCN=c1scc(-c2cccs2)n1/N=C/c1ccc(O)c(O)c1O
    ?	23%	-27	2%	-41%	?	?	?	·
> COc1cc(OC)c(NC(=S)Nc2cc(Cl)cc(Cl)c2)cc1Cl
    ?	21µM*	-91*	0%	12%	?	?	2.3%	?
> O=C(O)c1ccc(NCc2nc3ccccc3n2CCOc2ccccc2Cl)cc1
    10%	?	5	-5%&0%	-1%&-15%	i	?	1.8%&2.2%	21%&11%
> C=CCn1c(SCC(=O)NC2CCCC2)nnc1-c1ccccn1
    0%	-21%	0	5%	-12%	i	-10%	0.0%	-5%
> CC(C)(C)CN1CCNC(=O)C1CC(=O)N1CCN(c2ccccc2)CC1 (stereo not given)
    -17%	-19%	0	0%	-11%	i	0%	-0.4%	-10%
> CC(C)C1Nc2ccc(S(=O)(=O)N3CCOCC3)cc2NC1=O (stereo not given)
    2%	-12%	23	-4%	-3%	i	5%	3.1%	7%
> CC(=O)Oc1cc(C)cc2oc(=O)cc(-c3ccccc3)c12
    22%	15%	20	2%	0%	?	-28%	0.7%	·
> O=C1c2ccccc2NC2(CCCC2)N1N=C1CCCC1
    2%	6%	-24	?	-3%	i	1%	-0.2%	·
> Cn1c(COc2ccc(Cl)cc2)nnc1SCC(=O)NC1CCCCC1
    -1%	·	18	5%	-14%	i	-12%	-0.3%	-4%

# Retrieved by structure from the list above:
# Each structure is followed by: MCF10A rerep	Nrf2 block	IL1B secr inh	A549 viability	HepG2 viability	ATXN viability	TGFb inhibitor	Nrf2 ARE act	ATXN2 expr inh
> O=C1c2ccccc2NC2(CCCC2)N1N=C1CCCC1
    2%	6%	-24	?	-3%	i	1%	-0.2%	·
> C=CCn1c(SCC(=O)NC2CCCC2)nnc1-c1ccccn1
    0%	-21%	0	5%	-12%	i	-10%	0.0%	-5%

# (more compounds)
# Each structure is followed by: MCF10A rerep	Nrf2 block	IL1B secr inh	A549 viability	HepG2 viability	ATXN viability	TGFb inhibitor	Nrf2 ARE act	ATXN2 expr inh
> Cc1ccc(SCCSc2ncccn2)cc1
    -1%	?	3	4%	-5%	i	-7%	2.8%	74%[activator]
> Cc1[nH]n2c(=O)c3c(nc2c1-c1cccc2ccccc12)CCC3
    ?	-16%	-6	-2%	-45%	i	-12%	-0.6%	-15%
> Cc1ccc(CNC(=O)C2COc3ccccc3O2)cc1 (stereo not given)
    1%	22%	-12	3%	-62%	i	-15%	0.5%	·
> Nc1nc(SCC(=O)c2cccs2)n[nH]1
    -2%	4%	-9	0%	-11%	i	-5%	-0.4%	9%
> Cc1ccc(Cl)c(OCC(=O)N(C)CC(=O)Nc2ccc(N3CCOCC3)cc2)c1
    -11%	-16%	0	3%	11%	i	17%	-0.7%	-1%
> Cc1ccsc1/C=N/N1CCN(C2c3ccccc3-c3ccccc32)CC1
    ?	·	-3	0%	-5%	i	3%	0.2%	-27%
> N#CC1(Nc2ccc(Br)cc2)CCCC1
    15%	-5%	-2	-7%	2%	i	6%	-0.6%	-24%
> CCNC(=O)C1(C)CCCN(C(=O)COCc2ccccc2)C1 (stereo not given)
    ·	·	17	·	-1%	i	-4%	0.3%	1%
> O=C(Nc1nc(-c2ccccn2)cs1)c1cc(Cl)ccc1[N+](=O)[O-]
    10%	4.1µM*	58	?	6%	i	11µM*	?	7.5µM*
> CC(C)c1ccc(Nc2n[nH]c(=S)s2)cc1
    ·	·	55	·	-2%	i	3%	5.9%	84%[activator]
> CCOC(=O)c1c(C)nc2sc(C(=O)Nc3ccc(OC)cc3)c(N)c2c1-c1ccc(OC)cc1
    3.5µM*	-6%	-15	?	-16%	i	0%	0.2%	-5%
> Cc1ccc(-n2c3nc(=O)n(C)c(=O)c-3cc3c(Cl)cccc32)c(C)c1
    ·	0%	·	-1%	1%	i	7%	3.1%	5%
> NC(Cc1ccc(Cl)cc1)c1csc(NC(=O)NCC2CCCCC2)n1 (stereo not given)
    ·	·	0	·	13µM*	35µM*	?	-3.4%	?
> Cc1ccc(C)c(OCCC(=O)NCCc2ccc(S(N)(=O)=O)cc2)c1
    6%	-1%	i	7%	31%	i	0%	-0.1%	0%
> O=C(COC(=O)CNC(=O)c1cccs1)Nc1ccc(C(F)(F)F)cc1[N+](=O)[O-]
    0%	14%	52	14%	1%	i	2%	-0.3%	2%
> Cc1ccc(NC(=O)c2ccc([N+](=O)[O-])s2)cc1S(=O)(=O)N1CCOCC1
    1%	?	43	?	-158%	i	7.1µM*	?	?
> CCS(=O)(=O)N1CCN(c2cnn(-c3ccccc3)c(=O)c2Cl)CC1
    3%	4%	31	-1%	-1%	i	2%	-0.9%	-6%
> Cc1ccc(-n2nnnc2SCC(=O)c2cc(C)n(CC3CCCO3)c2C)cc1 (stereo not given)
    14%	-21%	34	0%	0%	i	3%	0.3%	11%
> CCC(C(=O)Nc1cc(F)ccc1F)n1nc(C)c2c(C)n(-c3ccc(C)cc3)nc2c1=O (stereo not given)
    16%	23µM*	-9	?	-13%&0%	?	?	-0.2%&-0.9%	?
> COC(=O)c1ccccc1NC(=O)C(C)c1ccc([N+](=O)[O-])cc1 (stereo not given)
    0%	?	38	11%	-16%	i	-10%	0.5%	-14%
> O=C(CCc1ccccc1F)N1CCN(c2ccc(C(F)(F)F)cn2)CC1
    -1%	?	40	1%	-2%	i	-13%	0.6%	-38%
> CCCCn1c(N)c(N(CC(C)C)C(=O)COC(=O)C2(c3ccccc3)CC2)c(=O)[nH]c1=O
    -1%	-6%	12	-4%	-11%	?	-1%	-0.4%	-6%
> Cc1ccc(C)c(Cc2c(C)nc3c(C(=O)N4CCOCC4)cnn3c2C)c1
    -2%	-5%	31	-1%	-6%	i	0%	0.0%	2%
> O=C1CCCN1CC(O)CS(=O)(=O)Cc1ccc(Cl)cc1 (stereo not given)
    -2%	-7%	-11	-10%	-6%	i	-3%	-0.8%	8%
> COc1ccc2nc(NC(=O)CSc3nnc(C)n3N)sc2c1
    -1%	?	51	15%	-25%	i	?	-0.4%	·
> O=C(N/N=C/c1ccncc1)NC1CCCCC1
    2%	-17%	53	7%	-6%	i	16%	0.0%	·
> O=S(=O)(NCC1CN(S(=O)(=O)c2ccc3c(c2)OCCO3)C1)c1c(F)cccc1F
    -6%	14%&-5%	·	0%&-11%	15%	?	4%	2.9%	-7%
> O=C(Nc1ccc(Cl)cc1N1CCOCC1)C1CC1
    0%	?	-6	?	-10%	i	-13%	-0.6%	-8%
> CSc1nc(N)c2c(n1)N(C)C=NS2(=O)=O
    -20%	1%	-1	-1%	-4%	i	0%	2.4%	-9%
> COc1ccc(-n2c(COc3ccc(Cl)cc3Cl)n[nH]c2=S)cc1
    ·	·	26	·	-4%	i	?	3.5%	·
> Cc1ccsc1/C=C(\C#N)C(=O)NCc1cccnc1
    24%	6%	30	2%	-3%	i	1%	-0.4%	-9%
> CC(=O)Nc1ccc(C(=O)OCC(=O)NC(=O)NCc2ccccc2)cc1
    ·	·	-3	·	-1%	i	0%	-0.6%	·
> CCC(Sc1ncnc2sc3c(c12)CCCC3)C(=O)OC(C)C (stereo not given)
    ·	15%	·	17%	-26%	i	-1%	-0.3%	8%
> CCn1c(=O)cc(SCC(=O)NCc2ccc3c(c2)OCO3)c2ccccc21
    16%	1%	-14	-3%	-12%	i	22%	0.1%	10%
> COC(=O)[C@H](Cc1ccccc1)NC(=O)N1CCN(c2ccccc2)CC1
    3%	0%	1	5%	-36%	i	-12%	-0.3%	4%
> O=C(CN(Cc1ccco1)C(=O)c1ccc(F)cc1)Nc1ccccc1Br
    -2%	2%	-23	5%	-2%	i	-13%	3.7%	0%
> CCCC(=O)N(CCN(Cc1ccccc1)C(=O)CCC)Cc1ccccc1
    -2%	0%	-17	-12%	0%	i	-17%	0.3%	6%
